Screening results from PubChem.
Menin MLL FP TR: displaces Texas Red mutant MLL peptide from human menin | Potency, µM (titrated, usually from 61.6 µM), inactives show at the top dose FP activity change, negative = inhibition, hits mostly inhibitors | 0.23% of 270,000 active | Menin + Texas Red MLL mutant peptide, fluorescence polarization | O00255; active = well fitted inhibition curve with a large enough effect in the polarisation, with a control signal flat, not every such curve was filed as active; inconclusive = small, poorly fitted or top-dose-only effect, or effect the other way, or a change in a side signal; inactive = no such curve, though single readings can be large or run the other way; the % refers to the polarisation; note: potency is the fitted concentration of half-maximal effect; % of control where 0% means no effect; many of its hits are not listed in these tables
FLuc modulator: inhibits or activates purified firefly luciferase, miR-21 counter-screen | Potency, µM (highest dose often 57.5 µM), for inactives: at the highest dose activity change, negative = inhibition, hits mostly inhibitors | 6.9% of 360,000 active | P08659 | purified FLuc, Km substrates, luminescence inhibition | AID 588342;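 note: potency is the fitted concentration of half-maximal effect; plate controls were vehicle for no effect and reference inhibitor for full effect; nearly all actives have a fitted effect of over 55% in size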
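Biochemical qHTS of compounds, final roughly 60 µM downward over six points, against 10 nM purified firefly luciferase using Km concentrations of substrates (10 uM D-luciferin, 10 uM ATP) in Tris acetate pH 7.5 buffer; luminescence output.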
ELG1 DNA repair: ELG1-dependent DNA repair inhibition; HEK293T ELG1-luciferase reporter, luminescence, 16 h; DNA damage induced by 5-fluorouridine; Potency, µM (titrated, usually from 46.1 µM), for inactives: top-dose activity change, negative = inhibition, hits mostly inhibitors; 2.3% of 330,000 active; AID 504467; note: potency is the fitted concentration of half-maximal effect; % is set by controls: 0 for no effect and ±100 for the full control effect; nearly all actives have a fitted effect of over 55% in size
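Overnight (16 hr) co-exposure of 2,000 cells/well to 5-fluorouridine and compound at 37 °C preceded detection. Luciferase was quantified via ONE-Glo luminescence; loss of signal denotes inhibition.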
NPC1 promoter act: activates the NPC1 promoter | Huh7 NPC1 promoter luciferase reporter, 24 h | Potency, µM (doses to about 9.22 µM), for inactives: at the top dose activation, hits mostly activators | 2.4% of 320,000 active;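 note: potency is the fitted concentration of half-maximal effect; % of control where 0% means no effect; nearly all actives have a fitted effect of over 60% in size; reporter is driven by a mutant NPC1 promoter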
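Compounds in DMSO were transferred onto Huh7 NPC1-luciferase reporter cells pre-incubated 2 h; after 24 h at 37 °C, Amplite reagent was dispensed and luminescence recorded 10 min later.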
RORg inh: blocks mouse ROR gamma transcriptional activity; P51450; Drosophila S2 Gal4-RORgamma UAS-luciferase reporter, 20 h; Potency, µM (highest dose often 53.6 µM), for the others: at the highest dose activity change, negative = inhibition, actives largely listed as inhibitors; 5.4% of 310,000 active; AID 2551; note: potency is the fitted concentration of half-maximal effect; % is set by controls: 0 for no effect and ±100 for the full control effect; nearly all actives have a fitted effect of over 60% in size
Target sequence (P51450 whole entry, looked up, the tested form may be a part): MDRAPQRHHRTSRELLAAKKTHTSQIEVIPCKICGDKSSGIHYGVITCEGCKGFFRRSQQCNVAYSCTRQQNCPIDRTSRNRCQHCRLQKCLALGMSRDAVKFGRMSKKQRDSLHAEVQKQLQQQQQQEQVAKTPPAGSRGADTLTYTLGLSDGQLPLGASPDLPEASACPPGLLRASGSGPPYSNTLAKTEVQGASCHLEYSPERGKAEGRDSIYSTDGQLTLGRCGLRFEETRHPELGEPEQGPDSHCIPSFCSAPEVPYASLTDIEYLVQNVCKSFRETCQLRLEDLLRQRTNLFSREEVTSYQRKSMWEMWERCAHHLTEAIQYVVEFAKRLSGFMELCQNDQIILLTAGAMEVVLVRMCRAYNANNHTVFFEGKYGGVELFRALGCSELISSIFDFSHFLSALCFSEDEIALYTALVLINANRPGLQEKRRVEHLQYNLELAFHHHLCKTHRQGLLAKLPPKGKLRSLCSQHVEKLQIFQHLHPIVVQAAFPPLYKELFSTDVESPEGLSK
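Stable Schneider cell line, Gal4 DNA-binding domain fused to ROR gamma, UAS-luciferase. Cmpd 1 hr RT → CuSO4 700 uM final → 20 hr RT → luciferase reagent 10 min → luminescence.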
Rab9 prom act: Rab9 promoter activation. AID 485297. 2.8% of 320,000 active. Huh7 Rab9 promoter-luciferase reporter, luminescence, 24 h. Potency, µM (doses to about 9.22 µM), inactives show at the highest dose activation, negative = inhibition, most hits filed as activators; note: potency is the fitted concentration of half-maximal effect; % of control where 0% means no effect; nearly all actives have a fitted effect of over 60% in size
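Quantitative HTS format; Huh7 Rab9-luciferase reporter cells (1500/well) receive compound 2 h post-plating, incubate 24 h at 37 °C, then get luciferase reagent for 10 min before luminescence reading.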
PKM2 act: PKM2 (human) enzyme activation; Potency, µM (highest dose often 57.5 µM), inactives show top-dose activation, most hits filed as activators; P14618; purified PKM2, Kinase-Glo ATP luminescence, activation; response scale: 0% is enzyme alone, no compound; 0.34% of 260,000 active; note: potency is the fitted concentration of half-maximal effect; % is set by controls: 0 for no effect and ±100 for the full control effect; nearly all actives have a fitted effect of over 55% in size
Target sequence (P14618 whole entry, looked up): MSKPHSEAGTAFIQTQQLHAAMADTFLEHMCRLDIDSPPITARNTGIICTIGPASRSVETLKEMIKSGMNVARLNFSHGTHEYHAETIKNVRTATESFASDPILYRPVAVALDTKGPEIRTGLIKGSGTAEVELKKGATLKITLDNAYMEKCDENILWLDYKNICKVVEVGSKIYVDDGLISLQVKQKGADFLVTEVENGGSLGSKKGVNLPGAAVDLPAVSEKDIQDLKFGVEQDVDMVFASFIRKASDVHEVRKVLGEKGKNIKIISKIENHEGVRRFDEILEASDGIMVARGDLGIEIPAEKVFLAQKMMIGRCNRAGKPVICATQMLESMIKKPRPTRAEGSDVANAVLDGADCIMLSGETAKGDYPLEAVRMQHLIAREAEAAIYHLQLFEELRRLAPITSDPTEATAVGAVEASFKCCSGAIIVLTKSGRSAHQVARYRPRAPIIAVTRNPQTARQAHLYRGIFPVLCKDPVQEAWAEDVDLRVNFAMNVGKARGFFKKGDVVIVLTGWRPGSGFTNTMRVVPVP
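Purified hPK-M2 (>95% pure) converted ADP (0.1 mM final) to ATP with 0.5 mM PEP in 50 mM imidazole pH7.2, KCl, MgCl2, Tween 20, BSA; 1 h at room temperature. ATP detected by Kinase-Glo luminescence.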
VP16 counter: inhibits Gal4-VP16 luciferase reporter, ROR gamma counter-screen; Drosophila S2 Gal4-VP16 UAS-luciferase, luminescence, 20 h; Potency, µM (series often up to 53.6 µM), for the others: at the top dose activity, negative = inhibition, usual class: inhibitors; 3.5% of 310,000 active;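 note: Gal4-VP16 expression switched on by copper sulfate through the metallothionein promoter; potency is the fitted concentration of half-maximal effect; % is set by controls: 0 for no effect and ±100 for the full control effect; nearly all actives have a fitted effect of over 50% in size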
KCNH2 3.1 block: inhibitors of human KCNH2 3.1 potassium channel isoform. AID 720553. activity change, % (tested at about 1.8 µM). U2OS KCNH2 3.1, thallium flux FluxOr; stronger effect = lower value. 0.95% of 340,000 active;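 active = maximum activity change below -70%; inconclusive = maximum activity change from -70% to -50%; inactive = maximum activity change above -50%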;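 note: thallium influx rate constant from kinetic fluorescence after stimulation buffer; % is set by controls: 0 for no effect and ±100 for the full control effect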
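We transduce U2OS cells with the mutant 3.1 virus, culture them overnight, load FluxOr with Red40 quencher for 45 min, then add stimulation buffer and read kinetically for 2 min to derive a normalized rate constant.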
Mito fusion act: mitochondrial division inhibition or fusion activation. S. cerevisiae fusion-defective mutant growth rescue, CellTiterGlo 48 h. Potency, µM (series often up to 46.1 µM), for the others: at the top dose growth rescue (activation), actives largely listed as activators. 0.23% of 320,000 active. AID 485298;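 note: potency is the fitted concentration of half-maximal effect; % of control where 0% means no effect; nearly all actives have a fitted effect of over 45% in size; temperature-sensitive fusion mutants such as fzo1-1 at 37 °C on non-fermentable ethanol glycerol medium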
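Luminescent cell viability in 1536-well qHTS format served as the measure of rescued growth in ts fusion-mutant S. cerevisiae cultured on non-fermentable YPEG for 48 hours at 37C.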
MBNL1 CUG block: blocks human MBNL1 binding to CUG repeat RNA; TR-FRET MBNL1-His/biotin-(CUG)12 binding, 665/545 ratio; Potency, µM (titrated, usually from 57.5 µM), without a hit: top-dose activity change, negative = inhibition, actives largely listed as inhibitors; 0.036% of 280,000 active; AID 2675; active = well fitted inhibition curve with a large enough effect in the signal ratio, with a control signal flat, not every such curve was filed as active; inconclusive = small, poorly fitted or top-dose-only effect, or effect the other way, or a change in a side signal; inactive = no such curve, though single readings can be large or run the other way; the % refers to the signal ratio; note: potency is the fitted concentration of half-maximal effect; % is set by controls: 0 for no effect and ±100 for the full control effect
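Ratiometric TR-FRET (665 over 545 nm, excitation 340 nm) tracks disruption of MBNL1-His/biotin-(CUG)12 complex after 60 min at room temperature, with compounds at 92 nM to 58 uM final.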
Starred values were filed as active, the others as inactive; ? = inconclusive; . = no result given; [ ] = remark or other dose. Unless noted, calls come from the whole dose curve; as a rule, active = well fitted curve in the direction sought with a large enough effect; inconclusive = small, poorly fitted or top-dose-only effect, or another doubt; inactive = no such curve, though single readings can be large; an effect the other way counts as inactive or inconclusive. A portion of the library. The share of hits here may be higher or lower than overall.

SMILES	Menin MLL FP TR	FLuc modulator	ELG1 DNA repair	NPC1 promoter act	RORg inh	Rab9 prom act	PKM2 act	VP16 counter	KCNH2 3.1 block	Mito fusion act	MBNL1 CUG block
CCOc1ccc(N2C(=O)Nc3ccc(Br)cc3C2(O)C(=O)NCCCN(C)C)cc1 (centres undefined)	15%	5%	-3%	-5%	4%	0%	.	-14%	-1	-6%	-6%
CC(C)(C)c1ccc(OCCC(=O)NC2=NCCS2)cc1	.	?	11%	3%	3.5µM*	-6%	-10%	8.9µM*	-2	8%	10%
Cc1ccccc1NC(=O)CNc1ccc(Cl)c(C(F)(F)F)c1	20%	2%	3%	1%	30%	-3%	2%	-11%	-10	19%	-1%
CCC(=O)c1cn(CC(=O)Nc2ccccc2Cl)c2ccccc12	17%	-2%	13%	-5%	-2%	-14%	2%	4%	9	2%	14%
COc1cc2c(cc1OC)C(c1cccnc1)CC(=O)N2 (centres undefined)	15%	2%	15%	-3%	-23%	3%	2%	-9%	32	-1%	-1%
CCCCN1C(=O)c2ccc(C(=O)Nc3ccc(S(=O)(=O)N(C)C)cc3)cc2C1=O	36%[activator]	-4%	?	-3%	?	-6%	-9%	?	-11	-2%	.
CCOc1ccc2nc(Nc3nc4ccc(NC(C)=O)cc4s3)sc2c1	?	?	-26%	8%	3.2µM*	5%	4%	7.1µM*	2	?	.
C=CCNc1nc(-c2sc(NC(=O)CC)nc2C)cs1	-1%	?	11%	30%	?	?	1%	4%	1	10%	?
CCOC(=O)C1(CC2CCCCO2)CCN(C(=O)Nc2ccccc2CC)CC1 (centres undefined)	?	5%	-1%	-1%	6%	-1%	3%	-8%	-1	-27%	-3%
CC(=O)Nc1ccc(C(=O)COC(=O)C2CC3CCCC(C2)C3=O)cc1 (centres undefined)	.	-3%	0%	-1%	.	0%	.	.	-17	5%	.
Cc1cccc(N=C2N=C(N)c3ccccc32)c1	0%	-15%	19%	0%	-7%	0%	2%	0%	-28	-2%	9%
CC(=O)Nc1cccc(NC(=O)Nc2ccc(C)c(Cl)c2)c1	6%	2.1µM*	?	10%	?	30%	-2%	21%	-4	0%	1%
CCn1cnc2cc(NCc3ccccc3Cl)ccc21	6%	17µM*	?	?	-27%	?	.	25%	.	20%	3%
Cc1ccccc1-c1nc(S(=O)(=O)c2ccc(Cl)cc2)c(NCCN2CCOCC2)o1	.	4%	-23%	-2%	-10%	-2%	8%	5%	-16	7%	4%
O=C1CCCC2=C1C(c1cccs1)Nc1ccc3ncccc3c12 (centres undefined)	13%	3%	19%	-1%	13%	6%	0%	17%	-5	-2%	?
CCn1c(SC(C)C(=O)N2CCOCC2)nc2sc(C)c(C)c2c1=O (centres undefined)	.	-1%	2%	0%	.	-3%	.	.	10	0%	.
Cc1cccc(-n2nc3c(c2NC(=O)c2ccc4c(c2)OCO4)CS(=O)(=O)C3)c1C	17%	2%	0%	-2%	0%	-4%	0%	-4%	1	-6%	-2%
NC(=O)c1c(NC(=O)C2c3ccccc3Oc3ccccc32)sc2c1CCCCC2	6%	1%	4%	0%	0%	3%	-2%	25%	-15	12%	-4%
COc1ccc(-n2nc(C(=O)NCc3ccco3)c3ccccc3c2=O)cc1	1%	0%	20%	2%	32%	0%	-4%	-3%	-11	-1%	5%
O=C(Nc1c(Cl)cc(Cl)cc1C(=O)NCC1CCCO1)c1ccco1 (centres undefined)	5%	1%	0%	1%	0%	5%	-3%	-8%	-31	3%	6%
Cc1cccc(/C=N/NC(=O)CN2CCCCCCC2)c1	-7%	-17%	18%	7%	-24%	0%	0%	-17%	18	-6%	-6%
Cc1cccc(-n2c(=S)[nH]c3nc4c(cc3c2=O)COC(C)(C)C4)c1	.	0%	?	0%	-42%	1%	10%	-9%	6	-11%	.
CCOC(=O)c1cc(-c2ccco2)nc2c1c(C)nn2-c1cccc(Cl)c1	?	-5%	1%	3%	-11%	0%	-2%	-8%	-9	4%	10%
N#Cc1ccsc1NC(=O)CN1CCN(S(=O)(=O)c2ccccc2C(F)(F)F)CC1	1%	0%	?	-2%	2%	-6%	1%	-2%	4	16%	1%
COc1cc(C2C(C#N)=C(N)Oc3cc(C)n(CCN4CCOCC4)c(=O)c32)cc(OC)c1OC (centres undefined)	4%	?	?	-2%	10%	?	1%	-2%	11	0%	4%
O=C(OCCN=C1NS(=O)(=O)c2ccccc21)c1ccccc1	22%	0%	0%	1%	6%	6%	-3%	-7%	2	0%	0%
COCCCNC(=S)N1CCN(c2nc(-c3ccccc3)cs2)CC1	-1%	?	?	-1%	-3%	-2%	6%	?	2	0%	-4%
O=C(NCCCN1CCN(Cc2ccccc2Cl)CC1)Nc1ccccc1	9%	-29%[2.3 µM]	-1%	-1%	6%	-6%	?	-7%	.	-1%	0%
O=C(CCc1nc2ccccc2s1)OCC(=O)N1CCN(C(=O)c2ccco2)CC1	13%	-1%	7%	-2%	-2%	1%	-2%	-3%	17	1%	10%
Cc1cccc2cc(CN(CCN(C)C)C(=S)NCc3ccco3)c(=O)[nH]c12	-12%	0%	-12%	-3%	4%	-4%	4%	5%	17	-2%	-2%
CNS(=O)(=O)c1cccc(C(=O)OCC(=O)Nc2ccc(OC)cc2[N+](=O)[O-])c1	5%	3%	4%	1%	7%	1%	2%	3%	2	4%	?
C=C(C)Cn1c(N(CCO)Cc2ccccc2)nc2c1c(=O)[nH]c(=O)n2C	-12%	-1%	-7%	-3%	-23%	0%	7%	0%	6	-5%	-10%
COc1ccccc1C(=O)NC(CCSC)C(=O)NCCCSc1ccccc1 (centres undefined)	.	2%	?	-3%	.	7%	.	.	-2	4%	.
C=CCOC(=O)C1=C(C)N=c2s/c(=C3\C(=O)N(CC(=O)O)c4ccccc43)c(=O)n2C1c1ccc(OC)cc1 (centres undefined)	.	?	-1%	1%	5%	4%	?	-10%	16	9%	12%
COc1cc2c(cc1NC(=O)COC(=O)[C@@H](NC(=O)c1ccccc1F)C(C)C)oc1ccccc12	5%	0%	-24%	18%	10µM*	5%	-3%	11µM*	13	12%	16%
O=C(N1CCOCC1)N1CCc2ccccc21	1%	-1%	-3%	-3%	12%	11%	-3%	1%	12	-2%	-3%
COc1cc(/C=N/n2c(C)n[nH]c2=S)ccc1OCc1ccccc1	7%	?	?	?	6.3µM*	?	-13%	?	9	21%	.
COc1ccc(C2CC2/C(C)=N/OC(=O)c2ccc(F)cc2)cc1 (centres undefined)	-12%	?	13%	3%	31%	2%	-11%	-13%	2	-4%	0%
CCC(C)OC(=O)c1cc(C)nc2c(Br)cc(Br)cc12 (centres undefined)	10%	3%	-6%	0%	-4%	-4%	-3%	1%	11	-1%	35%[activator]
CC(C)CNC(=O)C1CCN(c2ccc(S(=O)(=O)N3CCOCC3)cc2Cl)CC1	8%	2%	?	-3%	22%	0%	0%	-1%	13	-5%	2%
Nc1nc(SCc2nc(-c3ccccc3)no2)[nH]c(=O)c1-c1ccccc1	4%	0%	-19%	-5%	38%	-4%	9%	3%	-12	-4%	-7%
COc1ccccc1CN1CCCCC1C(=O)O (centres undefined)	-7%	0%	-3%	-2%	11%	-2%	.	1%	-9	7%	2%
CSc1ccccc1C(=O)NCc1ccc(C)cc1	-1%	-8%	27%	0%	29%	-4%	-6%	7%	4	1%	-7%
Cc1ccc2nc(C3CCN(S(=O)(=O)c4ccc5ccccc5c4)CC3)[nH]c2c1	?	-13%	.	.	19%	.	-13%	0%	-20	6%	4%
COc1cc(/C=N/Nc2nc(N3CCCC3)nc(N3CCCC3)n2)ccc1OCc1ccccc1F	.	-8%	?	-2%	?	-4%	-12%	3%	-41	-3%	1%
COC(=O)c1cncc(C)c1	5%	-3%	-5%	0%	-5%	-4%	-1%	-1%	-2	15%	-5%

Arranged by molar mass (ascending): part of the list above
SMILES	Menin MLL FP TR	FLuc modulator	ELG1 DNA repair	NPC1 promoter act	RORg inh	Rab9 prom act	PKM2 act	VP16 counter	KCNH2 3.1 block	Mito fusion act	MBNL1 CUG block
COC(=O)c1cncc(C)c1	5%	-3%	-5%	0%	-5%	-4%	-1%	-1%	-2	15%	-5%
CSc1ccccc1C(=O)NCc1ccc(C)cc1	-1%	-8%	27%	0%	29%	-4%	-6%	7%	4	1%	-7%
COc1cc(/C=N/Nc2nc(N3CCCC3)nc(N3CCCC3)n2)ccc1OCc1ccccc1F	.	-8%	?	-2%	?	-4%	-12%	3%	-41	-3%	1%
